From PubChem
STAT3 inh: inhibitors of IL-6 induced STAT3 signaling; U3A cells, IL-6 STAT3-luciferase reporter, luminescence; host cell line lacks STAT1; inhibition, % at 5.5 µM; 190,000 tested, 0.89% active; AID 862;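 active = inhibition above the mean inhibition across all screened compounds plus 3 SD, cut at about 44% in these data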;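 note: 0% = DMSO only wells and 100% = 100 µM nifuroxazide control wells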
PPARg SRC-1 ag: promotes SRC-1 coactivator recruitment by human PPARgamma; P37231; PPARgamma-SRC-1 coactivator recruitment biochemical assay; activation, % at 8 µM; 200,000 tested, 0.41% active; in the data active = activation above about 19%;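 note: 0% = DMSO and 100% = reference agonist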
PPARg SRC-3 ag: agonists of human PPARgamma SRC-3 coactivator recruitment | P37231 | biochemical PPARgamma/SRC-3 coactivator recruitment assay | activation, % at 8 µM | 200,000 tested, 0.26% active | AID 731; in the data active = activation above about 23%;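 note: 0% = DMSO and 100% = reference agonist; some compounds past the cut are filed as inactive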
PPARg SRC2 recr: agonists of SRC-2 recruitment by human PPARgamma; PPARgamma LBD-SRC-2 recruitment, biochemical; P37231; activation, % at 8 µM; AID 1032; 200,000 tested, 0.34% active; in the data active = activation above about 22%;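 note: 0% = vehicle and 100% = reference agonist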
S1P3 antagonist: antagonists of human S1P3 receptor | Q99500 | CHO S1P3 NFAT-BLA reporter, FRET fluorescence, antagonist mode | inhibition, % at 4.98 µM | 170,000 tested, 0.27% active | AID 485;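 active = inhibition above the plate cutoff, the mean inhibition of test wells on that plate plus 3 SD, cut at about 28% in these data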;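 note: cells challenged with S1P at its EC80 of 0.8 µM; blue over green emission ratio from cleaved BLA substrate after 4 h stimulation; 0% = S1P-stimulated wells and 100% = unstimulated DMSO-only wells; some compounds past the cut are filed as inactive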
TLR4 MyD88 comp: inhibitors of human TLR4-MyD88 binding. inhibition, % at 8.4 µM. O00206+Q99836. 200,000 tested, 0.18% active. HeLa CL3-4 TLR4/MyD88 BLA complementation, FRET ratio. AID 861; in the data active = inhibition above about 25%;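 note: 0% = vehicle and 100% = reference inhibitor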
TR-FRET SRC-2 ct: flags TR-FRET format artefacts in PPARgamma SRC-2 recruitment agonist screen; 200,000 tested, 0.4% active; AID 1049; TR-FRET ratio at 8 µM; TR-FRET artefact counter-screen; stronger effect = higher value; in the data active = TR-FRET ratio above about 2000; note: inactives centre near 1500
STAT1 inh: reduces IFN-gamma driven STAT1 reporter signal; NIH 3T3 STAT1-luciferase reporter, luminescence; inhibition, % at 5.5 µM; 200,000 tested, 0.35% active; AID 920;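 active = inhibition above a set limit, the mean inhibition across all tested compounds plus 3 SD, cut at about 34% in these data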;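 note: 0% = IFN-gamma with DMSO and 100% = IFN-gamma with 300 µM nifuroxazide; values of inactives mirror those of a sister screen read the other way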
RAM inhibit: inhibitors of the yeast RAM network | S. cerevisiae dse1pr::URA3 reporter, 5-FOA growth OD615, 2 d; analog-sensitive cbk1-as2 kinase mutant strain | AID 868 | inhibition, % at 50 µM | 190,000 tested, 1.8% active;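 active = inhibition above a set limit, 3 SD over mean compound inhibition, cut at about 8.4% in these data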;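 note: 0% = DMSO-only wells with no growth and 100% = 10 µM 1-NA-PP1 full growth; inhibition rescues growth on 5-FOA so higher OD means more RAM inhibition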
STAT3 act: activators of IL-6 induced STAT3 signaling; U3A cells, IL-6 STAT3-luciferase reporter, luminescence; 100% = signal with IL-6 EC80 alone; activation (% of control), % at 5.6 µM; 190,000 tested, 0.91% active; AID 871;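 active = activation above the screen-wide mean of compound activation plus 3 SD, cut at about 130% in these data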;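 note: 0% = background luminescence of wells with medium and substrate only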
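system = STAT3-luciferase reporter U3A cells | reagent = IL-6 stimulus at 33 ng/mL final | timing = 1 h compound pre-exposure, 6 h IL-6 stimulation, 37 °C | measured by = luminescence | evaluation = % activation versus median of IL-6-stimulated wells | control set = IL-6-only wells as 100% reference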
ROMK primary: modulators of human ROMK potassium channel; AID 1918; P48048; B-score at 10 µM; Tet-inducible ROMK, thallium flux fluorescence; actives lie on both sides; 130,000 tested, 2% active;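 active = signal ratio slope over the read window, or its plate-corrected B-score, at least 3 SD from the plate mean, either direction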;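 note: B-score of the F/F0 ratio slope over 7 to 12 s after thallium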
* = called active by the depositor; · = no result given.

canonical_smiles	STAT3 inh	PPARg SRC-1 ag	PPARg SRC-3 ag	PPARg SRC2 recr	S1P3 antagonist	TLR4 MyD88 comp	TR-FRET SRC-2 ct	STAT1 inh	RAM inhibit	STAT3 act	ROMK primary
CC(=O)Nc1cccc(NC(=O)CSc2nnc(Cc3cccn3C)n2-c2ccc(C)cc2)c1	2.3	-3.4	-5.6	1.7	4.0	-0.9	1402	1.9	4.0	102.9	·
CCOC(=O)c1ccc(NNC(=O)CC)c([N+](=O)[O-])c1	5.3	3.1	-2.6	-3.3	3.6	9.3	1451	-8.7	0.9	102.8	-0.0717
COC(=O)c1sccc1NC(=S)N1CCN(c2cccc(C)c2C)CC1	4.0	-3.1	-0.5	13.6	1.2	-13.8	1871	1.4	6.4	94.9	0.434
O=C(OCCC1Oc2cccnc2NC1=O)c1ccc(F)cc1 (configuration not stated)	8.1	-4.8	-1.0	-2.3	-8.9	-4.2	1279	2.6	0.2	97.2	-0.156
CCOC(=O)c1c(NC(=O)C(C)NCc2ccco2)sc2c1CCC(C)C2 (configuration not stated)	14.5	-0.4	-0.4	-1.6	·	-4.6	1515	13.5	-1.9	90.6	-0.664
CC(C)OC(=O)CC(=O)CSc1nc2c(c(-c3cccs3)c1C#N)CCC2	-11.1	6.1	6.9	5.6	-16.7	-6.2	1706	-3.3	10.4*	105.3	·
Cc1ccc(-c2nc(=S)c3c(n2Cc2ccco2)CC(C)(C)OC3)cc1	7.9	-0.7	4.4	1.9	·	-7.8	1476	0.8	1.9	99.7	-0.00169
Cc1ccc(C)c(NC(=S)NNC(=O)c2ccco2)c1	0.6	-5.9	0.5	10.6	·	-4.5	1466	4.0	0.2	99.7	0.218
C/C(=N\NC(=O)c1cccnc1)c1ccc(OC2OCCOC2Oc2ccc(/C(C)=N/NC(=O)c3cccnc3)cc2)cc1 (configuration not stated)	12.4	10.3	5.7	8.2	-31.7	6.4	1643	0.3	1.5	92.6	0.886
O=C(COc1ccc(-c2ccccc2)cc1)N/N=C/c1cc(O)ccc1Br	0.3	12.7	2.0	2.3	-4.3	-10.4	1739	2.8	1.2	97.6	0.00357
O=C(CSc1nnnn1-c1ccc(O)cc1)N1N=C(c2ccc3ccccc3c2)CC1c1ccccc1 (configuration not stated)	11.3	4.6	0.9	-11.5	12.8	7.8	1502	-12.4	4.4	96.9	0.13
COc1cccc(NC(=S)NN2C(C)CCCC2C)c1 (configuration not stated)	1.2	0.3	-1.2	2.4	-1.3	2.8	1392	-4.2	1.4	101.7	·
CCOC(=O)C1=C(C)OC(N)=C(C#N)C1c1cc2cc(C)ccc2nc1N1CCCCC1 (configuration not stated)	-0.7	38.2*	61.8*	40.2*	·	-1.1	2305*	7.0	-0.1	101.5	-0.71
CCCCn1c(SCC(=O)N2CCCC2)nnc1-c1ccccc1	6.6	0.8	3.3	9.3	·	-12.9	1512	5.1	-0.9	92.2	0.666
Cc1nnc(NC2CCCCC2)[nH]c1=O	0.7	2.9	-2.1	-4.8	-4.7	-0.7	1635	0.0	1.4	100.6	1.02

Three entries from above, sorted by SMILES length, lowest first.
canonical_smiles	STAT3 inh	PPARg SRC-1 ag	PPARg SRC-3 ag	PPARg SRC2 recr	S1P3 antagonist	TLR4 MyD88 comp	TR-FRET SRC-2 ct	STAT1 inh	RAM inhibit	STAT3 act	ROMK primary
CCOC(=O)c1ccc(NNC(=O)CC)c([N+](=O)[O-])c1	5.3	3.1	-2.6	-3.3	3.6	9.3	1451	-8.7	0.9	102.8	-0.0717
O=C(COc1ccc(-c2ccccc2)cc1)N/N=C/c1cc(O)ccc1Br	0.3	12.7	2.0	2.3	-4.3	-10.4	1739	2.8	1.2	97.6	0.00357
CCOC(=O)C1=C(C)OC(N)=C(C#N)C1c1cc2cc(C)ccc2nc1N1CCCCC1 (configuration not stated)	-0.7	38.2*	61.8*	40.2*	·	-1.1	2305*	7.0	-0.1	101.5	-0.71

Four entries from above, with two lines to a compound:
The line under a structure holds: STAT3 inh | PPARg SRC-1 ag | PPARg SRC-3 ag | PPARg SRC2 recr | S1P3 antagonist | TLR4 MyD88 comp | TR-FRET SRC-2 ct | STAT1 inh | RAM inhibit | STAT3 act | ROMK primary
O=C(CSc1nnnn1-c1ccc(O)cc1)N1N=C(c2ccc3ccccc3c2)CC1c1ccccc1 (configuration not stated)
→ 11.3 | 4.6 | 0.9 | -11.5 | 12.8 | 7.8 | 1502 | -12.4 | 4.4 | 96.9 | 0.13
COc1cccc(NC(=S)NN2C(C)CCCC2C)c1 (configuration not stated)
→ 1.2 | 0.3 | -1.2 | 2.4 | -1.3 | 2.8 | 1392 | -4.2 | 1.4 | 101.7 | ·
CCOC(=O)C1=C(C)OC(N)=C(C#N)C1c1cc2cc(C)ccc2nc1N1CCCCC1 (configuration not stated)
→ -0.7 | 38.2* | 61.8* | 40.2* | · | -1.1 | 2305* | 7.0 | -0.1 | 101.5 | -0.71
CCCCn1c(SCC(=O)N2CCCC2)nnc1-c1ccccc1
→ 6.6 | 0.8 | 3.3 | 9.3 | · | -12.9 | 1512 | 5.1 | -0.9 | 92.2 | 0.666

The results go on.
canonical_smiles	STAT3 inh	PPARg SRC-1 ag	PPARg SRC-3 ag	PPARg SRC2 recr	S1P3 antagonist	TLR4 MyD88 comp	TR-FRET SRC-2 ct	STAT1 inh	RAM inhibit	STAT3 act	ROMK primary
COc1ccccc1N1CCN(C(=O)CSc2nnc3c4ccccc4nc(Cc4ccccc4)n23)CC1	-2.0	-6.1	0.6	-2.0	-7.0	-0.3	1367	1.9	2.4	100.5	·
Cc1onc(-c2ccccc2)c1-c1n[nH]c(=S)n1-c1ccccc1	5.5	-3.7	7.1	7.3	·	-3.1	1649	12.7	·	97.8	·
Cc1cc(CNC(=O)c2cc(Br)ccc2Cl)nn1C	4.7	-5.3	6.2	-6.7	-10.3	3.6	1519	4.4	1.4	99.6	·
O=C(Cn1c(C(=O)N2CCc3ccccc3C2)cc2sccc21)c1ccccc1	-9.3	4.8	10.5	-1.4	26.0	3.9	1918	6.0	5.5	109.7	1.29
Cc1cc(C)c(Nc2cc(S(=O)(=O)O)c(N)c3c2C(=O)c2ccccc2C3=O)c(C)c1	2.8	6.3	-1.1	7.2	-2.3	-11.1	1541	6.2	26.1*	93.5	·
Cc1cc(C)cc(N=Cc2ccc([N+](=O)[O-])s2)c1	1.0	6.4	9.0	3.5	4.3	-2.2	1505	-0.6	-1.1	103.3	0.234
CC(C)CC(=O)Nc1nnc(SCC(=O)Nc2ccc3c(c2)OCO3)s1	-8.0	9.2	-1.3	11.7	-14.0	2.5	1604	-6.6	4.2	102.3	·
O=C1c2cccnc2C(Nc2ccc(S(=O)(=O)N3CCCCCC3)cc2)N1Cc1ccccc1 (configuration not stated)	1.5	-8.5	-1.4	-0.6	-5.8	-5.8	1306	6.3	0.9	101.2	1.16
